HTR5A ag – counter-screen for OPRM1-OPRD1 agonists: human HTR5A agonism. HTR5A agonist assay, luminescence, cell-based. activation, % at 9.3 µM. 340,000 compounds, 0.61% hits; in the data active means activation mostly above about 9.5%, no sharp cut-off; inactive means mostly below about 7.6%;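 further: 0% = cells with vehicle only and 100% = reference agonist; strong numbers were not always called active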
Target sequence (P47898 whole entry, looked up): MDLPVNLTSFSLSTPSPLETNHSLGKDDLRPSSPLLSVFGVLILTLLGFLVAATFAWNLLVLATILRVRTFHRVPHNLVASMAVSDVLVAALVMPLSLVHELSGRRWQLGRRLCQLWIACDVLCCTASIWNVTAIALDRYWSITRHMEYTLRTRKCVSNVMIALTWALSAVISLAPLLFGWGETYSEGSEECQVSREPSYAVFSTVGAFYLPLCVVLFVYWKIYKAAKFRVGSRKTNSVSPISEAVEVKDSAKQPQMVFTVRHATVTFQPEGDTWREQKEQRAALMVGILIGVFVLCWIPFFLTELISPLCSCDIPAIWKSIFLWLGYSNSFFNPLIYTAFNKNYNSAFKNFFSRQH
AddAB inh – less growth of phage-infected E. coli with AddAB. AID 435030. inhibition, % at 11.9 µM. 330,000 compounds, 0.29% hits. E. coli expressing H. pylori AddAB, absorbance growth; in the data active means inhibition above about 12%;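 further: 0% = vehicle wells of infected cells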
HTR5A inv ctr – inverse agonist of human HTR5A in OPRM1-OPRD1 counter-screen; P47898; HTR5A cell line, luminescence, inverse agonism; inhibition, % at 9.3 µM; 340,000 compounds, 0.083% hits; in the data active means inhibition mostly above about 23%, no sharp cut-off; inactive means mostly below about 18%;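 further: 0% = cells with DMSO and 100% = no-cell wells with DMSO; some compounds called inactive have numbers as strong as hits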
Tat export inh – inhibitors of E. coli Tat protein transport; E. coli MC4100 TorA-mCherry Tat export, fluorescence; inhibition, % at 10 µM; 340,000 compounds, 0.036% hits; AID 488895;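 active means mean replicate inhibition at least 50% and at least half of replicates individually reaching 50%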;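 further: exported cargo escapes ClpAP degradation while cytoplasmic cargo is degraded and loses fluorescence; 0% = median of neutral control wells and 100% = median of NaSCN control wells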
DAGLB inh – diacylglycerol lipase beta (human) inhibition; Q8NCG7; HEK293T DAGLB membrane lysate, EnzChek fluorogenic substrate; inhibition, % at 5.17 µM; 340,000 compounds, 0.059% hits; AID 504411; in the data active means inhibition above about 34%;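 further: 0% = enzyme with vehicle and 100% = wells lacking enzyme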
E coli growth – reduces bacterial viability in AddAB counter-screen. E. coli V3065 growth, OD600 absorbance, 18 h. inhibition, % at 11.9 µM. 330,000 compounds, 0.27% hits;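 active means inhibition above the campaign's mean inhibition across all tested compounds plus 3 SD, cut at about 9.9% in these data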;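 further: uninfected addAB+ strain grown without phage in ampicillin broth; 0% = DMSO wells and 100% = ciprofloxacin 0.95 µg/ml wells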
CDK5 inh – blocks human CDK5/p35 kinase activity | Recombinant CDK5/p35, ADP-Glo luminescence, 60 min | inhibition, % at 10 µM | 330,000 compounds, 0.01% hits;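 active means highest replicate inhibition of at least 50% and at least 75% of replicates reaching 50%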;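 further: plate controls were DMSO neutral control for no effect and GW8510 at 10 µM for full effect; many of its hits are not listed in these tables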
PKA-R2B act – PKA-R2B complex activation; PKA-R2B holoenzyme dissociation, Cy5-IP20 fluorescence polarization; R2B truncated from residue 108, S112A mutant; 0% DMSO only, 100% 113 µM cGMP; 340,000 compounds, 0.079% hits; activation, % at 11.4 µM; P22694+P31323;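 active means activation above a cutoff set at the mean over all compounds plus 3 SD, cut at about 18% in these data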;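 further: higher means more holoenzyme dissociation and a rise in polarization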
Target sequence (P31323 whole entry, looked up, other chains not shown, the tested form may be a part): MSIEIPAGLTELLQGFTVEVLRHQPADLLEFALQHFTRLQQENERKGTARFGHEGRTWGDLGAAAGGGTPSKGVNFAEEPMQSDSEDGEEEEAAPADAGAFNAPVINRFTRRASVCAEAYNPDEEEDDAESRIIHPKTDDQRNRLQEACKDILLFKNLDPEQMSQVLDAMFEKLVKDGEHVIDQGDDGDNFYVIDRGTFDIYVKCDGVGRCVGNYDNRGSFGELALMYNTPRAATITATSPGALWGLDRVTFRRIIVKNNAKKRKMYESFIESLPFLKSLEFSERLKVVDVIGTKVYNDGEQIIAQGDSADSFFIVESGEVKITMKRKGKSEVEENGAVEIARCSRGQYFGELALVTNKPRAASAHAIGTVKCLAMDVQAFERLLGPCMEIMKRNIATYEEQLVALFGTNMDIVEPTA
SUMO Mot1 rescue – inhibitors of SUMOylation pathway: yeast Mot1-301 growth rescue; growth rescue, % at 18.8 µM; 320,000 compounds, 1% hits; S. cerevisiae Mot1-301 growth rescue, ATP luminescence, 38.5C; percent above DMSO median, 100 means doubled;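 active means every valid replicate shows activation above 250% relative to neutral control wells; inactive means the rest, any valid replicate at or below 250%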;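 further: OY570 slx delta 5 strain wells were the positive control but not used for scaling; some compounds called inactive have numbers as strong as hits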
phage Ecoli inh – E. coli growth loss with phage present; growth absorbance; inhibition, % at 11.9 µM; 360,000 compounds, 0.26% hits; AID 651602; in the data active means inhibition above about 11%
PKA-R1A activ – PKA-R1A complex activation. P00514+P68181. PKA-R1A dissociation, Cy5-IP20 fluorescence polarization; scaled: DMSO 0%, 113 µM cGMP 100%. activation, % at 11.4 µM. 340,000 compounds, 0.083% hits;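 active means percent activation above the mean of all tested compounds plus 3 SD, cut at about 19% in these data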;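 further: higher means more PKAc released from R1A so a rise in polarization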
Active calls of the source: *; . = no result given. Hits appear at their usual frequency. About 2.3% of those tested had a hit in this group.

Values run as follows: HTR5A ag	AddAB inh	HTR5A inv ctr	Tat export inh	DAGLB inh	E coli growth	CDK5 inh	PKA-R2B act	SUMO Mot1 rescue	phage Ecoli inh	PKA-R1A activ
> CC1Cc2nc(SCC(=O)Nc3ccc(F)cc3F)n(C)c(=O)c2S1 (stereo not drawn)
→ 2.1	2.1	6.2	-0.6	-2.0	1.1	-0.8	-4.8	91.4	1.4	10.8
> COc1ccc(Cl)cc1S(=O)(=O)Oc1ccc(NC(C)=O)cc1
→ -1.0	4.4	2.8	5.6	-4.8	0.7	1.2	8.7	-7.9	3.4	2.2
> Cc1ccc2nc(SCC(=O)NCCCN3CCCC3=O)[nH]c2c1
→ -5.6	3.3	14.1	-4.0	-3.8	-2.2	-2.7	-12.6	-5.8	1.1	3.8
> CCN(CC)C(=O)CSc1nnc2c3ccccc3n(C)c2n1
→ 0.1	1.3	-0.6	-1.7	-0.8	1.1	1.1	-4.2	6.6	2.6	-3.5
> O=CN1CCN(C(=O)c2ccc(Br)o2)CC1
→ 8.7	1.3	-3.7	1.0	-1.1	-1.6	0.1	-3.8	24.4	0.1	-0.5
> O=C(CSc1nccn(-c2cccc(F)c2)c1=O)Nc1ccc(Cl)cc1F
→ 7.2	-0.3	-21.4	-1.3	-6.6	1.5	-1.0	-0.9	246.3	1.5	-5.2
> Cc1cc(C)c(OCCCNC2CCCC2)c(Br)c1
→ -2.5	1.5	9.1	-5.5	-1.4	1.7	5.0	-0.1	-9.2	5.2	-5.0
> CSc1ccccc1NC(=O)c1cc(-c2ccc3c(c2)OCO3)on1
→ 5.5	3.7	-15.5	3.8	-2.7	-0.9	-2.4	1.7	-13.3	-0.5	-17.8
> CCOc1ccc(OCCOCCN2CCCC2)cc1
→ -4.5	-0.8	15.3	7.5	0.0	-1.2	-2.0	-0.5	19.4	0.1	-10.9
> CCCNC(=O)COc1nc2ccccc2nc1N1CCOCC1
→ 1.4	0.5	-11.7	-2.3	-0.6	-3.3	-2.2	-3.1	-11.1	1.0	-8.4
> CSc1ncccc1C(=O)OCC(=O)c1ccc(S(=O)(=O)N2CCCCC2)cc1
→ 3.3	1.5	-8.3	-9.2	-4.7	-0.1	-0.3	-13.5	3.2	-1.8	-0.7
> COC(=O)c1nn(-c2cccc(C)c2)c2nnc(Cc3ccccc3)c(=O)n12
→ 11.7	2.4	-29.6	-3.3	0.0	-1.2	-1.6	-3.9	-4.7	3.8	-5.3
> CCOC(=O)C1CCCN(C(=O)c2ccc(S(=O)(=O)NCc3ccco3)cc2)C1 (stereo not drawn)
→ 1.8	1.7	2.6	1.4	-0.8	0.7	0.1	-15.2	-3.0	2.5	-1.4
> COc1cccc(CCNC(=O)CCc2nnc(-c3ccc4c(c3)OCO4)o2)c1
→ 5.0	4.0	-23.1	-2.6	-0.8	-0.9	0.0	-5.2	11.2	0.6	-3.2
> CC1=C/C(=C(\c2ccc(O)c(C)c2)c2ccccc2S(=O)(=O)O)C=CC1=O
→ 0.0	-1.3	0.1	-3.8	0.4	0.6	-0.1	-2.1	4.0	-0.6	-11.8
> CCOc1ccccc1Nc1nc(-c2cccnc2)cs1
→ -4.2	.	-54.2	11.3	0.1	.	0.6	-0.1	14.9	0.9	-6.8
> Cc1noc(C)c1CC(=O)Nc1ccc2c(c1)OCO2
→ 1.6	2.1	-4.0	-11.8	-0.9	0.6	0.3	-7.1	.	2.3	-3.2
> Cc1ccc(Nc2nc(N)nc(CSc3nc(C)cc(C)n3)n2)cc1
→ 3.0	0.6	8.9	-1.0	1.1	-0.6	-1.6	-3.2	-3.0	1.9	0.5
> COc1ccc(-c2nc(N)nc(N)n2)c(O)c1
→ 2.4	2.4	-6.4	6.7	0.4	0.6	4.4	-8.2	20.5	1.6	-8.6
> c1ccc(-n2cnnc2SCc2nc3ccccc3s2)cc1
→ -0.4	0.6	-2.4	0.4	0.8	-0.2	0.9	-2.1	-0.8	1.6	-2.0
> CC(=O)c1cccc(NC(=O)N2CCC(NC(=O)C3CCCCC3)CC2)c1
→ -1.2	0.9	-23.9	2.4	-1.9	2.6	-1.1	6.5	1.9	2.6	7.1
> Cc1ccc(NS(=O)(=O)c2ccc(C(=O)NCCCN3CCCC3=O)cc2)cc1
→ 2.0	0.8	-6.0	3.6	-0.1	2.4	0.1	-8.6	173.0	2.8	-1.2
> COc1ccc(N=C2C(=O)Nc3c(C)cccc32)cc1
→ -6.8	-0.3	24.8	-8.9	1.9	0.2	1.4	-5.5	.	0.1	-20.1
> COc1ccc(C2(O)C(=O)Nc3ccc(C)cc32)cc1 (stereo not drawn)
→ -1.8	-1.0	6.5	-1.1	-2.9	-5.0	-0.2	-1.9	119.7	-1.6	-8.0
> Cc1noc(C)c1S(=O)(=O)N(C)C[C@H]1Oc2ccc(NC(=O)NC(C)C)cc2C(=O)N([C@H](C)CO)C[C@@H]1C
→ 1.5	0.8	-18.1	1.4	-2.8	1.3	-0.1	-0.8	-7.4	2.6	-0.4
> CC(C)(C)NC(=O)COC(=O)c1snc(C(=O)NC2CCCCC2)c1N
→ -1.5	1.5	-3.6	7.5	-3.0	-1.1	2.2	2.2	31.8	3.3	5.6
> COc1ccc(C(=O)CN2C(=O)c3ccccc3C2=O)c(OC)c1
→ -0.4	3.5	1.4	7.2	-1.9	0.9	-0.9	-6.1	-26.2	2.6	-2.5
> O=C(NCc1ccccc1Cl)c1cc2c(s1)CS(=O)(=O)C2
→ 1.0	2.7	4.0	-2.5	0.8	0.6	0.6	7.9	14.4	-0.5	0.5
> Cn1ncc2c(Nc3ccc([N+](=O)[O-])cc3)nc(Cl)nc21
→ 1.3	.	-4.9	-8.0	-3.2	.	-0.8	1.2	66.1	1.5	-2.3
> CCN1CCN(CCC(=O)Nc2ccc(Br)c(C)c2)CC1
→ 1.1	-0.7	-2.9	-3.4	-0.7	-2.2	2.4	-9.0	18.3	-0.2	-1.8
> CC/C(=N\NC(=O)COc1ccc(Br)cc1)c1ccc(OC)c(OC)c1
→ -0.4	-0.7	19.2	-4.2	0.6	-2.4	1.4	-3.6	32.7	2.1	-3.0
> NS(=O)(=O)c1ccc(CCNC(=O)COC(=O)c2nc(Cl)ccc2Cl)cc1
→ 3.9	0.7	-9.0	-2.1	7.2	-3.2	-8.1	6.3	90.5	2.3	-9.6
> CCC1CC(=O)CCN1S(=O)(=O)c1ccc(C)cc1 (stereo not drawn)
→ 6.6	.	-22.6	-1.2	-5.1	.	-3.3	5.4	.	2.3	10.1
> CCN(CC)c1ccc(/C=C/c2cc(-c3ccccc3)c3ccccc3n2)cc1
→ -0.5	-1.9	1.8	-28.0	-154.9	-2.3	0.4	6.2	-13.1	-0.1	9.6
> Brc1cc(Br)c2nc(-c3ccc(N4CCOCC4)cc3)ccc2c1
→ -5.8	.	13.8	-0.1	3.5	.	-3.0	0.1	.	.	6.1
> O=c1c2ccccc2c(C=NCCc2ccccc2)c(O)n1Cc1ccccc1
→ -1.2	2.7	3.1	-0.7	-9.7	0.9	0.8	-2.0	20.3	3.4	-10.1
> CC(=NNC(=O)c1cc(C)nc2ccccc12)c1ccc(N2CCOCC2)cc1
→ 0.9	0.5	-3.4	-5.7	-0.3	-1.1	-0.9	-9.0	2.6	2.7	-1.2
> Cc1ccccc1CN1[C@@H](CC2CCCCC2)COCCS1(=O)=O
→ 13.0	1.7	-34.9	10.0	-16.7	-2.3	1.7	-12.3	17.2	2.9	-2.3
> Cc1c(O)ccc(/C=N/Nc2nc(-c3cccnc3)nc3ccccc23)c1O
→ 5.2	1.1	-15.1	-2.9	2.4	0.7	0.2	0.3	7.1	-1.3	-3.3
> CC(=O)c1cnc2c(-c3ccccc3)cnn2c1C
→ 4.8	-0.9	-11.8	-0.9	-2.9	2.0	-1.6	-2.4	-2.2	2.8	-5.2

3 structures already listed, arranged by SMILES length, descending:
Values run as follows: HTR5A ag	AddAB inh	HTR5A inv ctr	Tat export inh	DAGLB inh	E coli growth	CDK5 inh	PKA-R2B act	SUMO Mot1 rescue	phage Ecoli inh	PKA-R1A activ
> Cc1c(O)ccc(/C=N/Nc2nc(-c3cccnc3)nc3ccccc23)c1O
→ 5.2	1.1	-15.1	-2.9	2.4	0.7	0.2	0.3	7.1	-1.3	-3.3
> CC/C(=N\NC(=O)COc1ccc(Br)cc1)c1ccc(OC)c(OC)c1
→ -0.4	-0.7	19.2	-4.2	0.6	-2.4	1.4	-3.6	32.7	2.1	-3.0
> Brc1cc(Br)c2nc(-c3ccc(N4CCOCC4)cc3)ccc2c1
→ -5.8	.	13.8	-0.1	3.5	.	-3.0	0.1	.	.	6.1

New compounds follow:
Values run as follows: HTR5A ag	AddAB inh	HTR5A inv ctr	Tat export inh	DAGLB inh	E coli growth	CDK5 inh	PKA-R2B act	SUMO Mot1 rescue	phage Ecoli inh	PKA-R1A activ
> Cc1sc2nc(CSC(C)C(=O)Nc3cc(S(C)(=O)=O)ccc3Cl)[nH]c(=O)c2c1C (stereo not drawn)
→ -6.3	1.2	15.3	8.9	3.6	2.2	-2.4	8.1	-24.8	0.2	-0.2
> N=C(N)SCc1cccc2ccccc12
→ -0.5	6.3	-2.7	-5.7	-2.6	4.2	-2.3	-11.6	13.5	1.5	-10.6
> O=C(CCn1c(=O)[nH]c2ccsc2c1=O)N1CCc2ccccc2C1
→ 1.1	0.7	-3.0	-9.9	-0.2	-2.4	4.0	-6.7	-6.8	2.8	-7.8
> CCN1CCN(C(c2ccccc2OC)c2nnnn2C2CCCCC2)CC1 (stereo not drawn)
→ 5.0	4.0	8.6	-4.2	-1.0	-0.6	-0.8	-1.0	9.4	0.2	-7.9
> C/C=C/c1cc(CN2CCN(c3ccccc3)CC2)c(O)c(OC)c1
→ -0.9	0.9	2.5	-3.8	-3.3	0.5	-2.1	4.8	-13.5	2.5	-0.1
> Cc1ccc(-c2cc(C(F)(F)F)c(C#N)c(=O)[nH]2)cc1
→ 3.6	4.2	2.2	2.7	9.4	0.1	-0.6	3.2	3.0	5.1	4.0
> O=C(NCC(c1ccco1)N1CCN(c2ccccc2)CC1)OCc1ccccc1 (stereo not drawn)
→ 0.0	4.5	13.0	1.1	-6.6	-1.2	-1.4	-8.6	14.1	2.5	5.2
> CCOC(=O)N1c2ccccc2Sc2ccccc21
→ 3.5	1.0	-9.3	-5.3	-1.2	-1.1	1.3	-4.1	587.7	1.7	5.5
> CCN(C(=O)/C=C/c1ccccc1)C1CCCCC1
→ -0.3	-0.2	-18.4	2.0	-1.6	-2.5	-1.2	-6.7	3.9	3.8	3.9
> CCOC(=O)Cc1csc(NC(=O)COc2ccc(C)c(C)c2)n1
→ -1.6	-0.7	4.4	-16.3	-2.0	1.4	0.9	3.8	2.2	3.8	-6.4
> Cc1ccc2c(CSc3nncn3C)cc(=O)oc2c1C
→ 2.7	1.5	-7.7	0.9	-1.1	-2.4	0.5	-6.5	10.7	3.6	-6.6
> O=C(Cn1nc(-c2cccc(Cl)c2)ccc1=O)Nc1cccnc1
→ -3.6	1.6	-8.1	-4.6	1.4	1.1	-0.5	-10.8	216.4	2.0	-12.0
